UBC13 inh: human UBC13 polyubiquitination inhibition | inhibition, % at 20 µM | P61088 | UBC13 polyubiquitin chain formation, TR-FRET | 330,000 tested, 0.47% active | AID 485273; in the data active = inhibition above about 45%, passing the limit was not always enough
Target sequence (P61088 whole entry, looked up): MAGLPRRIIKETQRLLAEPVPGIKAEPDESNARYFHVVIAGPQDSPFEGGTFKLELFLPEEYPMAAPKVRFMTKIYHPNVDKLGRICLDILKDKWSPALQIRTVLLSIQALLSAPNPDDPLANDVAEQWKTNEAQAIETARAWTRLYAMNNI
Gli-Sufu block: antagonists of Gli-Sufu signaling. Sufu-KO-LIGHT fibroblasts, Gli luciferase reporter luminescence. inhibition, % at 5 µM. 340,000 tested, 0.74% active. AID 588413;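 active = inhibition above about 55%, limit read from the data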;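 note: 0% = DMSO-treated cells and 100% = wells with medium but no cells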
ATG4B inh: blocks human ATG4B protease cleavage of LC3 substrate. Q9Y4P1. ATG4B cleavage of LC3-PLA2, NBD-HPC fluorescence, 1 h. inhibition, % at 8.33 µM. 340,000 tested, 0.51% active; in the data active = inhibition above about 40%
Target sequence (Q9Y4P1 whole entry, looked up): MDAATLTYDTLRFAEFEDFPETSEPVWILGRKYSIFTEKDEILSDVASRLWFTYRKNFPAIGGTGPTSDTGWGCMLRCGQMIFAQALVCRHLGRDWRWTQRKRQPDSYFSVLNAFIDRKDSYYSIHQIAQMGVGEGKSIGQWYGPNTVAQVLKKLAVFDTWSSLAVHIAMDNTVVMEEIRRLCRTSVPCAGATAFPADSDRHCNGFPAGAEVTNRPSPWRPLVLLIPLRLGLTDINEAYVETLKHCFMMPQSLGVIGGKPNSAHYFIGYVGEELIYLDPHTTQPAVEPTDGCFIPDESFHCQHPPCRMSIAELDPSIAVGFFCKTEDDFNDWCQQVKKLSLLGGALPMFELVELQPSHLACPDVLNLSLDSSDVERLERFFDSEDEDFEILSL
CXCR6 inh: CXCR6 (human) receptor inhibition. AID 602244. inhibition, % at 20 µM. 360,000 tested, 0.36% active. O00574. CHO-K1 PathHunter CXCR6 beta-arrestin, luminescence; in the data active = inhibition above about 34%, passing the limit was not always enough;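 note: antagonist mode with CXCL16 agonist at 10 nM final; 0% = 10 nM CXCL16 with DMSO and 100% = unstimulated wells without agonist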
APJ antag: APJ receptor antagonism; P35414; CHO-K1 APJ beta-arrestin complementation, luminescence; inhibition, % at 20 µM; 330,000 tested, 0.32% active; AID 2521;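 active = inhibition above about 40% at 20 µM, limit read from the data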;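 note: cells challenged with 10 nM apelin-13 agonist together with compound; plate controls were apelin-13 plus DMSO wells for no effect and DMSO wells lacking apelin-13 for full effect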
APJ ag: APJ receptor agonism; activation, % at 20 µM; CHO-K1 APJ PathHunter beta-arrestin, luminescence; 0% DMSO wells, 100% apelin; 330,000 tested, 0.11% active;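 active = activation more than six SD over the plate average, tested at 20 µM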;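 note: 0% = DMSO alone and 100% = apelin-13 at 10 nM; some results filed as inactive read as strong as hits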
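Material: engineered CHO-K1 APJ arrestin reporter cells; amount: 1000 CHO-K1 reporter cells seeded per well; incubation: compound stimulation 90 min at 25 °C, detection 60 min; signal: luminescent beta-gal fragment complementation, chemiluminescent substrate; read-out basis: APJ agonist activity; controls: DMSO-only wells as negative, 10 nM Apelin-13 as positive control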
CCR6 antag: CCR6 (human) receptor antagonism; CHO-K1 CCR6 PathHunter beta-arrestin, luminescence, CCL20-stimulated; 340,000 tested, 0.49% active; inhibition, % at 20 µM;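 active = compounds whose inhibition of the agonist-driven luminescence signal at 20 µM reaches about 50%, limit read from the data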;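 note: cells stimulated with CCL20 at 14 nM final; plate controls were DMSO with CCL20 for no effect and DMSO without agonist for full effect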
Target sequence (P51684 whole entry, looked up): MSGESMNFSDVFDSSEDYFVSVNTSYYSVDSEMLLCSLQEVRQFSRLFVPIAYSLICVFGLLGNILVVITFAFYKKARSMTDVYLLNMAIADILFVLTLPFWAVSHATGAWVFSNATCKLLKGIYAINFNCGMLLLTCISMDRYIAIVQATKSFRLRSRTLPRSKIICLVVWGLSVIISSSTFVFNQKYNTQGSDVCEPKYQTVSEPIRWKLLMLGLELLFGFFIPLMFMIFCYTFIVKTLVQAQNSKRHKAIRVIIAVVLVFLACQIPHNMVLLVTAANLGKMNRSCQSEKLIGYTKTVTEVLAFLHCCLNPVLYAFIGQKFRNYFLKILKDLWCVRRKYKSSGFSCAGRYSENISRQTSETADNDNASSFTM
EBI2 antag: EBI2 (human) antagonism. EBI2 beta-arrestin recruitment, luminescence, 7a,25-OHC stimulated. inhibition, % at 5 µM. 360,000 tested, 0.81% active. AID 651636; in the data active = inhibition above about 38%;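 note: enzyme fragment complementation signal reports receptor beta-arrestin coupling in cells; 0% = agonist plus DMSO wells and 100% = wells without agonist; some results beyond the cut were filed as inactive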
Numbers without * were called inactive; . = no result given. The order is random; about 3% have a hit in one of these screens.

SMILES	UBC13 inh	Gli-Sufu block	ATG4B inh	CXCR6 inh	APJ antag	APJ ag	CCR6 antag	EBI2 antag
Cc1ccc(NCC(=O)Nc2cccc(S(=O)(=O)N(C)C)c2)cc1S(=O)(=O)N1CCCCCC1	2	51	-16	1	13	6	16	7
COc1cc(NC(=O)CSc2c3c(nc4ccccc24)CCC3)cc(OC)c1OC	3	4	10	-2	9	1	4	-13
O=C(NCc1ccccc1Cl)c1ccc[nH]1	-5	-5	7	2	1	-3	0	-12
OC1CCCN(Cc2c3ccccc3cc3ccccc23)C1 (stereo unspecified)	8	-7	-12	0	-6	6	0	-3
COc1ccc(N2CCN(C(=O)CN3C(=O)NC4(CCCCCC4)C3=O)CC2)cc1	-10	-10	-4	-2	4	-2	-1	-17
O=S1(=O)CCN2N=C(C3CC3)SC2=N1	0	-19	7	3	-18	-4	11	-2
Cc1csc(NC(=O)c2cc(=O)[nH]c3ccc(S(=O)(=O)N4CCOCC4)cc23)n1	-4	35	-7	9	-14	-5	9	-8
C[C@@H](CO)NC(=O)c1ccc2c3n(nc2c1)-c1ccc(Cl)cc1CO3	-4	-96	-12	-4	10	-1	5	-5
N[C@@H](Cc1cc(I)c(Oc2cc(I)c(O)c(I)c2)c(I)c1)C(=O)O	-32	0	45*	.	20	-3	37	.
Cn1cc(/C=C/C(=O)N2CCCC(C(=O)c3cccc4ccccc34)C2)cn1 (stereo unspecified)	19	-1	-3	2	-10	-5	0	5
CCCCn1c(N)c(N(CCOC)C(=O)c2cccc(OCc3ccccc3)c2)c(=O)[nH]c1=O	0	-6	-13	-3	4	1	6	2
Cc1ccc(-c2cc(C(=O)N/N=C/C(Br)=C/c3ccccc3)n[nH]2)o1	-18	10	-7	0	-9	-1	6	12
Cc1cc[n+](-c2nc([O-])sc2/C=N/Nc2ccc([N+](=O)[O-])cc2)cc1	-81	6	-10	16	8	-3	37	-3
CC1CCN(CCOCCSc2ccc(Cl)cc2)CC1	-1	23	-12	9	2	-5	6	-1
O=C(Nc1cc(S(=O)(=O)N2CCOCC2)ccc1Cl)C1CCC1	-6	-8	-4	-1	12	2	4	-7
CC(C)C(=O)N1CCN(c2ccccc2N)CC1	3	-1	-10	3	-8	1	13	-2
CCc1nnc(NC(=O)CSc2nnc(C)n2-c2ccc(C)cc2)s1	6	-17	-5	9	13	-3	9	-1
Cc1cc(NC(=O)COc2ccc([N+](=O)[O-])cc2)no1	-12	0	0	2	-25	-2	-6	-9
c1cc2c(cc1C1CCCCC1)c1c3n2CCCNC3CCC1 (stereo unspecified)	64*	14	1	4	-4	0	71*	-17
O=C(NCCN1CCCCC1)Nc1ccc(F)c(Cl)c1	1	-2	20	4	-4	-1	-17	6
Cc1ccc(C23CC4CC(CC(C(=O)N5CCN(C)CC5)(C4)C2)C3)cc1	-5	2	-5	-4	-22	0	4	9
CCCc1[nH]nc2c1C(c1ccsc1)C(C#N)=C(N)O2 (stereo unspecified)	-2	10	-12	-4	20	-3	5	-18
Cc1csc(C(C)N(C)C(=O)c2ccc(OC3CCN(Cc4ccccn4)CC3)cc2)n1 (stereo unspecified)	0	26	1	2	-2	9	9	6
COc1ccc(CN2CC(C(=O)N3CC(C)CC(C)C3)CC2=O)cc1 (stereo unspecified)	0	-11	-6	-2	2	-1	-1	9
CCN(N)C(=S)Nc1ccc(F)cc1	20	-4	-7	-7	8	-2	-3	0
Carrying on:
SMILES	UBC13 inh	Gli-Sufu block	ATG4B inh	CXCR6 inh	APJ antag	APJ ag	CCR6 antag	EBI2 antag
CCS(=O)(=O)N1CCN(C(=O)c2ccco2)CC1	-3	7	11	-10	13	-2	-1	-10
CC(C(=O)NN)n1nnc(N2CCOCC2)n1 (stereo unspecified)	7	-1	-8	-4	12	4	0	5
CN(Cc1ccccc1)C(=O)COC(=O)c1ccc(S(=O)(=O)N(C)C)cc1	4	-9	4	-4	-1	1	-3	-5
COc1ccc(/C(N)=C/C(=O)C(C)(C)C)cc1	-1	-27	-5	0	5	-4	-1	-2
CCCCOC(=O)c1ccc(N/C(=N\S(=O)(=O)c2ccccc2)c2ccccc2)cc1	14	2	-4	-4	10	-3	5	18
COc1ccc(C(=O)NCc2ccccc2CN2CCCC2)cc1S(=O)(=O)Nc1ccc(C)cc1	8	6	-7	15	-1	-1	15	-4
O=C(Nc1ccc(-c2cccc(F)c2)cc1)C1CCCN(Cc2ccccn2)C1 (stereo unspecified)	9	30	-8	-8	0	6	24	5
CCn1c(CSCc2ccc(F)cc2)nnc1SCC(=O)N1CCN(c2ccccc2)CC1	8	3	-6	-1	1	0	14	5
Cc1cc(=O)[nH]c(N/N=C/c2ccc3c(c2)OCCO3)n1	9	-20	-5	1	8	-5	1	-3
CCN(CC)C(=O)CSc1nnc(-n2nc(C)cc2C)c2ccccc12	5	0	2	-4	1	-2	-1	-3
O=C1OC(/C(=C\Nc2ccc(F)cc2F)[N+](=O)[O-])c2ccccc21 (stereo unspecified)	-10	34	-2	10	-7	-3	-11	-28
CC(C)(C)S(=O)(=O)N1C[C@@H]2C(=CC[C@H]3C(=O)N(c4ccccc4)C(=O)[C@@H]23)[C@@H]1CCO	.	-2	3	6	.	.	3	-3
COc1ccc(-c2nnc(SCC(=O)Nc3ccc(C(=O)O)cc3)n2-c2ccc(Cl)cc2)cc1	0	15	0	-5	19	-4	10	5
Cc1ccc([C@H]2C(C(=O)O)=CC[C@@H](c3ccc(C)cc3)N2S(=O)(=O)c2ccc(C)cc2)cc1	1	6	-1	3	5	-4	6	-2
CC(Sc1nc2ccccc2[nH]1)C(=O)Nc1ccc2c(c1)OCCO2 (stereo unspecified)	5	-5	-9	0	13	-2	-14	-2
CN=C(C)C1=C(O)C(C(=O)OC)C(C)(C)CC1=O (stereo unspecified)	8	-24	5	-20	10	-2	8	-8
CC(Oc1ccc(F)cc1)C(=O)Nc1ccc(N2CCOCC2)cc1N1CCOCC1 (stereo unspecified)	-8	13	-4	-7	8	-4	3	7
CC1(C(=O)NC2CCCCC2)CCC(=O)N1Cc1cccs1 (stereo unspecified)	1	6	-10	-1	10	0	14	-12
O=C1N=C(N2CCCC2)CN1c1ccccc1	-4	.	11	7	20	-1	3	2
O=C(Nc1ccc(S(=O)(=O)N2CCCC2)cc1)c1ccccc1	-12	6	-6	8	1	0	6	0
CCN1C(=O)C(CC(=O)Nc2ccc(OC)cc2)N(CCc2ccccc2F)C1=S (stereo unspecified)	3	-31	1	-3	-10	-1	12	-11
Cc1cccc(NC(=O)CSCC(=O)Nc2cc(S(=O)(=O)N3CCOCC3)ccc2OC(C)C)c1	4	6	-4	-2	21	-5	8	13
COc1ccc(Cl)cc1C(=O)NCc1cn(C)nc1C	7	5	-10	-6	9	2	-10	-4
C/C(=N/NS(=O)(=O)c1ccccc1)c1ccc(NC(=O)C(F)(F)F)cc1	4	0	-1	2	-12	0	7	-7
COc1ccc(C(=O)NCC(O)CN2CCOCC2)cc1[N+](=O)[O-] (stereo unspecified)	2	.	0	6	13	0	3	-3
(more compounds)
SMILES	UBC13 inh	Gli-Sufu block	ATG4B inh	CXCR6 inh	APJ antag	APJ ag	CCR6 antag	EBI2 antag
O=C(CSc1ccc([N+](=O)[O-])cc1)Nc1cccc(S(=O)(=O)Nc2ccccc2F)c1	2	6	-14	-5	9	-2	-5	-5
CCOc1ccc(S(=O)(=O)N2CCN(C(=O)c3sccc3C)CC2)cc1	4	16	-3	-9	10	-2	12	1
CCOC(=O)c1nnn(-c2nonc2N)c1-c1ccccc1	2	-7	0	-3	-7	-2	-19	-8
COc1ccc(C(=O)NCCCNC(=O)c2ccc(C)nc2)cc1	-5	-15	2	1	-3	-2	-3	-5
CCNC(=O)CC1SC(=Nc2ccc(Cl)cc2)N(CC)C1=O (stereo unspecified)	9	-9	6	-2	12	-4	1	6
Cc1ccc(Cl)cc1N(CC(=O)Nc1cccc(N(C)S(C)(=O)=O)c1)S(C)(=O)=O	4	-6	10	9	-6	0	-4	-9
COc1ccc(CCN2C(=O)CC(NNC(=O)c3ccccc3Br)C2=O)cc1 (stereo unspecified)	-18	-3	-8	2	-2	-1	13	0
CN(C)S(=O)(=O)c1cccc(COC(=O)CN2C(=O)NC3(CCCC3)C2=O)c1	-7	7	-5	-3	3	-3	12	3
COC(=O)C1=C(C)OC(N)=C(C#N)C1C1CCCCC1 (stereo unspecified)	5	0	-1	-4	16	3	3	-3
O=C1NN=C(c2ccc(Cl)cc2)CC1c1cccc(Br)c1 (stereo unspecified)	4	-5	11	-10	-5	-2	15	29
N#Cc1c(N)n(CCc2ccc(F)cc2)c2nc3ccccc3nc12	-12	14	-8	14	65*	-1	20	12
Cc1nc(-c2ccccc2)nc2sc(C(=O)c3ccc(F)cc3)c(N)c12	14	8	-2	1	22	6	4	6
COc1cccc(CC(NC(C)=O)C(=O)NC2CCN(S(=O)(=O)c3ccc(NC(C)=O)cc3)CC2)c1OC (stereo unspecified)	6	8	-9	2	29	-2	4	2
Cc1ccc(S(=O)(=O)N(C)CC(=O)Nc2nnc(CC(C)C)s2)cc1	-6	7	-7	10	-4	-3	12	-2
Cc1cccc(NC(=O)Cn2cc(C(=O)C3CC3)c3ccccc32)c1C	0	80*	4	-5	16	-1	10	21
CCn1c(Cc2ccccc2)nnc1SCC(=O)OC(C)C	0	.	2	2	1	-4	-3	-1
CC1CCCN(C(=O)CSc2nnc(-c3cccs3)o2)C1 (stereo unspecified)	-7	-34	0	-14	2	0	16	-16
Cc1ccccc1CN(C)CC(=O)Nc1cccc(S(=O)(=O)N(C)c2ccccc2)c1	17	30	-11	-8	1	-4	9	5
Cc1ccc(C(OCC(O)CN2CCCCC2)c2ccccc2)cc1 (stereo unspecified)	2	7	4	2	6	1	19	5
CCCS(=O)(=O)NCCc1csc(-c2ccc(OC)c(OC)c2)n1	-5	-11	-6	2	1	-1	8	-5
CCOC(=O)c1ccc(S(=O)(=O)N2CCC(N3CCCCC3)CC2)cc1	47*	24	-6	-8	12	-3	-8	-5
CC1CCCC(C)N1CCCNC(=O)c1ccc2c(c1)NC(=O)c1ccccc1S2 (stereo unspecified)	41	-7	-1	4	17	1	-9	-12
CCOC(=O)C(NC(C)=O)(Nc1ccc(F)cc1)C(F)(F)F (stereo unspecified)	-2	-1	6	-6	0	3	-7	-4
C=CCn1c(SCC(=O)C23CC4CC(CC(C4)C2)C3)nc(O)cc1=O	-24	4	-4	1	-12	1	-4	-12
O=[N+]([O-])c1ccc(OCC(O)CN(C2CCCCC2)C2CCCCC2)cc1 (stereo unspecified)	6	7	-6	11	11	0	12	4
O=C1CC(NNC(=O)c2ccccc2)C(=O)N1 (stereo unspecified)	3	6	3	1	-4	-4	-7	0
O=C(O)c1cnc(-c2ccccc2)nc1Oc1ccccc1	-2	-1	-1	-3	5	-2	-12	-3
O=C(NC1CC2CCCC(C1)N2C(=O)Nc1ccccc1)C1CC1 (stereo unspecified)	0	-3	-14	-3	13	2	10	0
O=C(Nc1ccc2oc(=O)ccc2c1)c1ccc(-c2ccc(Cl)cc2)o1	8	-2	3	-12	-12	-1	14	9
